Compound activity as filed in PubChem.
GPR55 activation – selective activators of receptor GPR55 – imaging, U2OS cells, beta-arrestin-GFP redistribution, primary screen (AID 1961); activation, % at 10 µM, or EC50 in µM where a hit was titrated; 290,000 tested, 0.048% active; U2OS GPR55 beta-arrestin-GFP redistribution imaging; higher % means a stronger effect;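 active = activation above 40% with more than 50 cells counted in the well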;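 note: U2OS osteosarcoma cells stably expressing GPR55 and beta-arrestin-GFP; plate controls were DMSO negative control for no effect and LPI positive control for full effect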
KOR beta-arrestin-1 – kappa opioid receptor blockers – cell-based, luminescence, uHTS (AID 1778); inhibition, % at 10 µM; hits with a dose series show IC50 in µM; 290,000 tested, 0.091% active; KOR beta-arrestin recruitment, luminescence, antagonist mode; higher % means a stronger effect; in the data active = inhibition above about 50%; note: strong numbers were not always called active
GPR35 arrestin U2OS – inhibition of zaprinast-stimulated GPR35 beta-arrestin translocation – imaging, U2OS, beta-arrestin-GFP, zaprinast agonist, primary screen (AID 2058); U2OS GPR35 beta-arrestin-GFP translocation imaging, zaprinast antagonism; higher % means a stronger effect; one-dose inhibition, % at 10 µM; IC50 in µM for titrated hits; 290,000 tested, 0.052% active;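 active = inhibition of at least 50% with at least 30 cells and total cytoplasm GFP at most 10,000,000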
Dengue-2 NS5 capping – flavivirus cap methylation enzyme inhibition – biochemical, confirmation dose response, primary screen (AID 588689); Dengue-2 NS5 methyltransferase capping enzyme assay, biochemical; higher % means a stronger effect; one-dose inhibition, % at 25 µM; IC50 in µM for titrated hits; 340,000 tested, 0.3% active; in the data active = a potency from the dose series
NOD1 NF-kB reporter – NOD1 signaling inhibitors, primary screen, cell-based, luminescence, uHTS (AID 1578); inhibition, % at 4 µM; hits with a dose series show EC50 in µM; 290,000 tested, 1% active; NOD1-driven NF-kB luciferase reporter cells, luminescence; higher % means a stronger effect; in the data active = inhibition mostly above about 36%, no sharp cut-off; inactive = mostly below about 34%;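 note: HEK-293T reporter cells stimulated with the NOD1 agonist gamma-tri-DAP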
HIV peptide binding – inhibitors of HIV fusion peptide binding, primary screen, biochemical, uHTS, fluorescence dequenching (AID 1986) | inhibition, % at 20 µM; hits with a dose series show IC50 in µM | cell-free peptide binding, fluorescence dequenching, 30 min; higher % means a stronger effect | 290,000 tested, 0.3% active; in the data active = inhibition mostly above about 52%, no sharp cut-off; inactive = mostly below about 76%; note: some results filed as inactive read as strong as hits
West Nile antiviral – West Nile virus antiviral activity, cell-based, CPE readout (AID 1621); 290,000 tested, 0.02% active; West Nile virus-infected cells, CPE inhibition; higher % means a stronger effect; CPE inhibition, % at 10 µM, or IC50 in µM where a hit was titrated; in the data active = a potency from the dose series; note: strong numbers were not always called active
GPR55 antagonists – inhibition of LPI-stimulated GPR55 beta-arrestin translocation – imaging, U2OS, beta-arrestin-GFP, LPI agonist, primary screen (AID 2013); 290,000 tested, 0.13% active; U2OS GPR55 beta-arrestin-GFP translocation imaging, LPI antagonism; higher % means a stronger effect; one-dose inhibition, % at 10 µM; IC50 in µM for titrated hits;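 active = spots per cell inhibited over 60%, with over 100 cells counted and total cytoplasm intensity under 500,000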;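 note: U2OS cells stably carrying GPR55 and arrestin-GFP stimulated by 5 µM LPI near EC80; imaged beta-arrestin-GFP aggregate spots per cell after agonist stimulation; plate controls were LPI-stimulated DMSO wells for no effect and DMSO wells without LPI for full effect; some results filed as inactive read as strong as hits; confirmed hits need IC50 under 10 µM and bright autofluorescent wells are also inconclusive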
KOR beta-arrestin-2 – KOR agonists, beta-arrestin recruitment, primary screen, cell-based, luminescence, uHTS (AID 1777). KOR beta-arrestin recruitment, luminescence; higher % means a stronger effect. one-dose activation, % at 10 µM; EC50 in µM for titrated hits. 280,000 tested, 0.02% active; in the data active = activation above about 50%, passing the limit was not always enough; note: a part of the inactive calls stands beside numbers as strong as those of hits
Dengue-2 NS5 capping pilot replicate – second read-out of Dengue-2 NS5 capping, no call of its own (marks repeat the call); inhibition, %; measured here: pilot screen replicate inhibition
The depositor's hits bear a star; . = no result given; [ ] = remark or other dose.

SMILES | GPR55 activation | KOR beta-arrestin-1 | GPR35 arrestin U2OS | Dengue-2 NS5 capping | NOD1 NF-kB reporter | HIV peptide binding | West Nile antiviral | GPR55 antagonists | KOR beta-arrestin-2 | others
CCOc1nc(Nc2ccccc2)nc(OCC)n1 | -0.1% | -47%[20 µM] | 4% | -7% | -40% | 0.1% | -1.1% | 0% | 3.7%
O=C(c1cccc(F)c1)N1CCN(c2ccc([N+](=O)[O-])c3cccnc23)CC1 | 0.5% | -17%[20 µM] | 11% | -4% | -25% | -2.4% | -1.4% | 18% | .
CC(NC(=O)c1cccnc1)C(c1cccs1)N1CCN(C)CC1 (centres undefined) | -0.1% | -14% | 16% | 1% | -13% | 2.1% | -0.1% | 12% | 7.5%
COc1ccccc1N(CC(=O)N/N=C/c1ccc(C(=O)O)cc1)S(=O)(=O)c1ccc(C)cc1 | -0.1% | 18% | 8% | -11% | 2% | 0.4% | 0.4% | -9% | .
COc1ccc2c(=O)c(C(=O)O)c(-c3ccc4c(c3)OCO4)n(C)c2c1 | 0.3% | -11% | -2% | -4% | -21% | 0.1% | -0.1% | 7% | -3.0%
Cc1ccc(S(=O)(=O)NC2c3cccc4cccc(c34)C2Sc2nncn2C)cc1 (centres undefined) | 0.3% | 3% | 9% | -4% | 17% | -1.1% | -0.4% | -2% | 3.2%
O=C(NCCCN1CCCC1=O)C1CCCO1 (centres undefined) | -0.1% | -19% | 10% | 0% | -41% | 0.5% | -0.5% | 10% | -6.2%
Cc1cccn2c(=O)c3cc(C(=O)NCc4ccco4)c(=N)n(C4CCCCC4)c3nc12 | 1.4% | 35% | -12% | -12% | 1% | 18% | -1.5% | 50% | -0.3%
O=C(Nc1ccc(F)cc1)c1cccc2c1C(=O)N(Cc1ccccn1)C2 | -0.2% | 24% | -6% | 0% | -19% | 6.3% | -0.6% | 14% | -5.3%
CC(C)NC(=O)C1CCN(C(=O)c2ccc(-c3ccccc3)cc2)CC1 | -0.2% | -2% | 16% | -4% | -10% | 1.2% | -0.3% | 13% | 5.9%
Cc1noc(C)c1CN(C(=S)NC1CC1)c1ccccc1 | -0.1% | 18% | -5% | -4% | -11% | 1.4% | -0.5% | 4% | -0.4%
CC(C)CCNc1nc(N)c([N+](=O)[O-])c(NCCO)n1 | 0.0% | 28% | 5% | -6% | 4% | -0.7% | 0.1% | -9% | 0.1%
Cc1ccc(C(=O)CC(c2cccs2)S(=O)(=O)c2ccc(C)cc2)cc1 (centres undefined) | -0.1% | -1% | -2% | -7% | -32% | -0.2% | -0.7% | 6% | 4.0%
CN(C(=S)NC1CCCCC1)C1(c2ccccc2Cl)CCCCC1=O (centres undefined) | -0.1% | 1% | -1% | -1% | -20% | -2.2% | 2.5% | 3% | 1.9%
Cc1ccc(C(=O)N[C@H](C(=O)OCc2cc(=O)oc3cc(C)ccc23)C(C)C)cc1 | -0.2% | 3% | 6% | 0% | -24% | 3.3% | -0.8% | 8% | 12%
COCCN(C(=O)CSc1nnc(-c2cccs2)n1N)c1c(N)n(Cc2ccccc2)c(=O)[nH]c1=O | -0.1% | 24% | 5% | -1% | -43% | 0.0% | -0.6% | 16% | -4.7%
COc1cc(/C=C(\C#N)C(=O)NCC2CCCO2)c([N+](=O)[O-])cc1OC (centres undefined) | -0.1% | 6% | 13% | -8% | 10% | -1.7% | 0.1% | -11% | -2.8%
CCC(C)N1CC(O)=C(c2nc3ccccc3[nH]2)C1=N (centres undefined) | 0.1% | 25% | -16% | -2% | -24% | -0.1% | -1.0% | 6% | 5.3%
Cc1ccccc1NC(=O)c1cc[n+]([O-])cc1 | -0.2% | -6% | -5% | -5% | -29% | -0.8% | 1.3% | -2% | 1.4%
O=c1cc(Cc2nnc(SCc3ccccc3)n2-c2ccc(Cl)cc2)[nH]c(=O)[nH]1 | 0.1% | -6% | 3% | -10% | -16% | 1.4% | 0.6% | 0% | -1.0%
Cc1cc(S(=O)(=O)Nc2c(C(=O)O)[nH]c3ccccc23)ccc1F | -0.2% | -14% | 4% | -14% | -7% | -1.6% | 0.3% | 3% | -9.4%
O=C1NNC(c2ccccc2)=N/C1=C\c1ccco1 | 0.1% | 7% | -7% | 2% | -8% | 39% | 0.6% | 3% | 0.9%
Cc1cccc(OCC(=O)OC2CCN(C)CC2)c1 | -0.3% | 25% | -12% | 5% | -7% | 2.3% | 1.1% | 8% | -4.7%
O=C(Nc1ncccn1)C1CCCCC1 | 0.2% | -21%[20 µM] | 14% | -8% | -12% | -1.0% | 0.5% | 0% | .
Cc1ccc(S(=O)(=O)c2ccccc2)cc1S(=O)(=O)N1CCOCC1 | 0.2% | 25% | 3% | 1% | -3% | 5.6% | -0.3% | 9% | 5.3%

The results go on.
SMILES | GPR55 activation | KOR beta-arrestin-1 | GPR35 arrestin U2OS | Dengue-2 NS5 capping | NOD1 NF-kB reporter | HIV peptide binding | West Nile antiviral | GPR55 antagonists | KOR beta-arrestin-2 | others
COc1ccc(Cn2nnnc2C(c2cccs2)N2CCN(c3ccccc3)CC2)cc1 (centres undefined) | 0.3% | -20% | -10% | -3% | 4% | 0.9% | -1.1% | -3% | -3.8%
O=C(C1CC1)N(Cc1nc2ccccc2c(=O)[nH]1)Cc1cccs1 | 0.6% | -15% | -7% | -1% | 3% | 2.5% | -0.1% | 11% | 0.3%
COc1cc2c(cc1OC)C(c1ccc(C)cc1)NC(=O)C2 (centres undefined) | -0.1% | -19%[20 µM] | 1% | -7% | -18% | 0.7% | -0.3% | 0% | -18%
O=C(CN1C(=O)S/C(=C\c2ccccn2)C1=O)Nc1ccc(F)cc1 | -0.1% | -5% | -9% | -9% | -17% | 1.1% | -0.8% | 13% | -0.7%
O=C(COc1ccccc1Cl)Nc1ccc(N2CCCC2)cc1 | -0.1% | -13% | -9% | -5% | -44% | -2.1% | 0.5% | 8% | 12%
Cn1c(=NC(=O)c2cccc([N+](=O)[O-])c2)sc2ccccc21 | -0.3% | 10% | -8% | 1% | -64% | 0.8% | -0.2% | -10% | -5.7%
O=S(=O)(NC1CC1)c1ccc(Cl)cc1 | -0.1% | -10%[20 µM] | -4% | 3% | -16% | 1.3% | -0.6% | -8% | -8.6%
Cc1nc2c(Cl)cccc2c2c1CC(CBr)O2 (centres undefined) | 0.0% | -31% | -4% | -1% | -3% | 0.2% | -0.9% | -1% | -0.4%
Cc1ccc(-c2c(=O)n(O)c3ccccc3[n+]2[O-])cc1 | 0.5% | 13% | -8% | 1% | -11% | 0.2% | -0.6% | 4% | -1.7%
CC(=O)Nc1ccc(NC(=S)NC(=O)c2cc3ccccc3o2)cc1 | -0.1% | 4% | -19% | -7% | -48% | 1.7% | -0.1% | 6% | -3.8%
NC(=O)NNC1=Nc2cccc3cccc1c23 | 0.3% | -19% | 2% | -3% | -28% | 6.0% | 0.2% | 17% | -2.0%
COc1ccc(OCC(=O)NCc2cccnc2)cc1 | -0.1% | 7% | -11% | 5% | -18% | -1.6% | . | 6% | -3.2%
O=C(COc1ccc(Cl)cc1)Nc1nnc(-c2ccc3c(c2)CCCC3)o1 | -0.1% | -42% | -15% | 1% | 4% | 4.1% | 0.1% | -10% | 6.1%
Cc1cc(F)ccc1S(=O)(=O)NCC1CC2CCC1C2 (centres undefined) | 0.0% | -10% | -4% | -5% | 7% | 1.3% | -1.3% | -3% | 0.9%
Cn1c(=O)n(Cc2ccccc2)c(=O)c2c1nc1n2CCS1 | 0.4% | 11% | -8% | 7% | -26% | 1.8% | -0.2% | 11% | 20%
Cc1ccccc1CC1(CO)CCCN(C(=O)c2ccc3ncccc3c2)C1 (centres undefined) | -0.1% | -28% | -1% | -4% | -3% | -1.2% | -0.6% | -8% | -1.2%
O=C(Cn1cccn1)N1CCCC(N2CCN(c3cccc(C(F)(F)F)c3)CC2)C1 (centres undefined) | 0.0% | 5% | -9% | -6% | -26% | -1.3% | -0.8% | 1% | 2.0%
O=C(CN1CCCCCC1)Nc1cccc(Br)c1 | -0.2% | -2% | 18% | -3% | . | -3.2% | -0.8% | 18% | 5.1% | Dengue-2 NS5 capping pilot replicate=0.6
CCOC(=O)C1(Cc2cccc(OC)c2)CCN(C(C)COC)CC1 (centres undefined) | 0.2% | 13% | -2% | 2% | -3% | 0.0% | -0.4% | 13% | 0.1%
CC(C)(C)NC(=O)N1CCCN(c2ccc(C(F)(F)F)cn2)CC1 | 0.2% | 23% | 4% | -1% | -7% | 0.9% | 0.8% | -6% | 2.0%
Cc1ccc(NC(=O)CCCCCNS(=O)(=O)c2ccc(C)cc2)cc1 | 1.1% | -14% | -5% | -6% | -27% | -1.2% | 0.1% | 27% | -1.2%
Cc1ccc(NC(=S)NCCC(c2ccccc2)c2ccccc2)c(C)c1 | -0.3% | -20% | 7% | 3% | -8% | -1.3% | 1.9% | 4% | 3.9%
CCOC(=O)c1c(C)n(-c2ccc(C)cc2)c2c(CC(C)=O)c(Br)c(OC)c(O)c12 | -0.1% | -85% | -11% | . | -21% | 0.9% | -0.1% | 1% | 25%
CSc1nc2[nH]c3c(c2c2nnnn12)CCCC3 | -0.1% | 22% | -2% | 1% | -10% | -2.7% | . | -7% | 0.7%
Cc1ccc(NC(=S)NC(=O)C2CCCC2)cc1C | 0.0% | 14% | 8% | 2% | -74% | 0.5% | -0.5% | 20% | 1.0%
COc1ccccc1C(=O)Nc1cccc2cccnc12 | -0.2% | -25% | -10% | -10% | -42% | -1.2% | -1.0% | -6% | 4.8% | Dengue-2 NS5 capping pilot replicate=-5.8
COc1ccc(/C=C2/SC(=O)N(CC(=O)Nc3cc(C)on3)C2=O)cc1OC | -0.3% | 13% | -3% | 4% | -13% | 1.6% | -0.4% | 2% | -2.7%
O=C(C1=NN(c2ccccc2)C(=O)CC1)N1CCc2ccccc2C1 | 0.3% | 8% | -9% | -3% | -23% | 1.6% | -0.3% | 14% | -2.7%
COc1ccc(C(C)=O)cc1COc1ccc([N+](=O)[O-])c(C)c1 | -0.1% | 7% | -8% | -7% | -5% | 0.1% | 0.6% | 6% | -3.0%

Some of these compounds in order of molar mass, largest number first:
SMILES | GPR55 activation | KOR beta-arrestin-1 | GPR35 arrestin U2OS | Dengue-2 NS5 capping | NOD1 NF-kB reporter | HIV peptide binding | West Nile antiviral | GPR55 antagonists | KOR beta-arrestin-2 | others
Cc1ccc(NC(=O)CCCCCNS(=O)(=O)c2ccc(C)cc2)cc1 | 1.1% | -14% | -5% | -6% | -27% | -1.2% | 0.1% | 27% | -1.2%
O=C(CN1C(=O)S/C(=C\c2ccccn2)C1=O)Nc1ccc(F)cc1 | -0.1% | -5% | -9% | -9% | -17% | 1.1% | -0.8% | 13% | -0.7%
Cc1ccc(-c2c(=O)n(O)c3ccccc3[n+]2[O-])cc1 | 0.5% | 13% | -8% | 1% | -11% | 0.2% | -0.6% | 4% | -1.7%

These rows are one share of the data; count on the stated rates, not on these rows.
